hcGAS inh = Primary biochemical luminescence assay for human cyclic GMP-AMP synthase inhibitors; 0.081% of 290,000 active; inhibition, % at 12.5 µM; recombinant h-cGAS, ATP depletion, Kinase-Glo luminescence;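 also: 0% = vehicle reaction and 100% = reaction without DNA for no activity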
Target sequence (Q8N884 whole entry, looked up): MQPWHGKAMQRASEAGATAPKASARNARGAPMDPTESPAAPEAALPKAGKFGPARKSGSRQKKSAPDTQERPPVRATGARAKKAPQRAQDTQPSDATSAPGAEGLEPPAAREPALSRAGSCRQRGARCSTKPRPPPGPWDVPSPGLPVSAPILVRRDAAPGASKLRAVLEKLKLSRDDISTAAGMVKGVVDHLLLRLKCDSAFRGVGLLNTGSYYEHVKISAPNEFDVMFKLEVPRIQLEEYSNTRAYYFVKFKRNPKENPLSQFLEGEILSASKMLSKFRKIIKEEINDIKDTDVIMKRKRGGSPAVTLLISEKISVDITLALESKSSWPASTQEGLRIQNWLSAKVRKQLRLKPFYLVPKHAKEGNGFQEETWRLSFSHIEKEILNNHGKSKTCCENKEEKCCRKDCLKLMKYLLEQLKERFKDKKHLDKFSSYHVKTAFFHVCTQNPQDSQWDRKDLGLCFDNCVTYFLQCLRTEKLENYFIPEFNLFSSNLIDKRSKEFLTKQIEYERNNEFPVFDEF
mcGAS lum = cyclic GMP-AMP synthase inhibitors, mouse, primary biochemical chemiluminescence. inhibition, % at 12.5 µM. AID 1259399, 2018. 0.15% of 160,000 active. recombinant cGAS, Kinase-Glo ATP depletion luminescence;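 also: 0% = negative control wells and 100% = reference inhibitor with no enzyme activity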
NPYLR7 agonist = agonists of mosquito NPYLR7 receptor, primary screen, cell-based, Aedes aegypti, calcium fluorescence, mosquito biting behavior; Aedes aegypti neuropeptide Y-like receptor 7 (NPYLR7); HEK293T NPYLR7/Galpha15, GCaMP6s calcium fluorescence; activation, % at 10 µM; 0.15% of 270,000 active; in the data active = activation above about 40%;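 also: 0% = vehicle and 100% = reference agonist at the receptor; some compounds past the cut are filed as inactive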
* = called active by the depositor; x = not tested or not shown; & = joins results of further samples. Rule as the data show it, unless noted: active = inhibition above about 40%; inactive = the rest.

SMILES | hcGAS inh | mcGAS lum | NPYLR7 agonist
Cc1ccsc1C(=O)N1CCc2c(c(C(=O)N3CCC(O)CC3)nn2CCc2ccccc2)C1 | -16 | -7 | 14
Cn1ccnc1N1CCN(C2CCCN(c3cccc(F)c3)C2=O)CC1 (stereo not given) | -7 | x | -1
CCCCc1ccc(C(=O)Nc2ccc(-n3nc(OCC(C)C)nc3-c3cccc(C(F)(F)F)c3)cc2)cc1 | -6 | -6 | 5
CCOC(=O)N1CCN(C(=O)C(C)N2C(=O)c3ccccc3C2=O)CC1 (stereo not given) | -5 | -7 | -7
CCN(CC)S(=O)(=O)N1CCCC1c1ccc(C)cc1 (stereo not given) | -6 | x | -1
Cn1nnc2c(N3CCN(S(=O)(=O)c4cccnc4)CC3)ncnc21 | -2 | x | 0
CC1CCCCC1NC(=O)CSCc1ccc2c(c1)OCO2 (stereo not given) | 3 | -1 | 3
CCOC(=O)C1(C)CCCN1C(=O)c1ccc(C(=O)OC)cc1 (stereo not given) | -4 | x | 0
CCN(CCN1C(=O)CSC1c1ccccc1F)S(=O)(=O)c1cccc2cccnc12 (stereo not given) | -3 | -6 | 14
CCCCOC(=O)NC1CCS(=O)(=O)C1 (stereo not given) | -10 | -5 | 2
O=C(c1ccco1)N(Cc1ccco1)Cc1nccn1Cc1ccc(F)cc1 | -6 | -6 | 15
Cc1nc(-n2nc(C3CC3)cc2NC(=O)c2cccc(F)c2)[nH]c(=O)c1C | -5 | x | 7
O=C(CSc1nnc(SCC(=O)N2CCCCC2)s1)N1CCCCC1 | -7 | -6 | -6
CCOC(=O)c1c(NC(=O)CCl)sc(Br)c1-c1ccccc1 | -6 | -5 | -4
Cc1nc(NCCNS(=O)(=O)c2ccc(-c3ccccc3)cc2)cc(-n2ccnc2C)n1 | 1 | -7 | -9
O=C(NC1=C(C(F)(F)F)C(F)(F)C(F)(F)C1(F)F)SCC1Cc2ccccc2O1 (stereo not given) | -17 | 2 | 3
CCOC(=O)c1nn(-c2ccccc2C)c(=O)cc1NC(=O)c1ccc(OC)cc1 | 2 | -7 | x
CNC(=O)c1ccsc1NC(=O)c1ccno1 | 1 | 25 | -2
O=S(=O)(c1cccc(Cl)c1Cl)N1CCN(c2nc3ccccc3nc2-c2ccccc2)CC1 | -9 | -4 | 12
Cc1ccc(Cl)c(Oc2cc(N3CCN(C(=O)c4cccs4)C(C)C3)ncn2)c1 (stereo not given) | -5 | -4 | 17
O=C(CCCN1C(=O)c2cccc3cccc(c23)C1=O)Nc1ccccc1 | 0 | x | -2
CC(NCC1CNc2ccnn2C1)c1ccc(N2CCOCC2)cc1 (stereo not given) | -6 | x | 3
CC(SCc1ccc(Cl)s1)C(=O)NC1CCCC1 (stereo not given) | 7 | x | -6
Cc1ccc(C2NC(=O)N(C)C3=C2C(=O)N(CCN2CCOCC2)C3)cc1 (stereo not given) | -7 | -4 | 16
Cc1cc(Oc2cc(N3CCN(C(=O)c4ccccc4C)CC3)ncn2)ccc1Cl | -3 | -3 | 4
O=C1[C@H]2CCCC[C@H]2C(=O)N1CCCCN1CCN(c2nsc3ccccc23)CC1 | -1 | x | -10
Cn1c(O)c(N=NC(=O)c2cncc(Br)c2)c2ccccc21 | -1 | x | 1
C=CCn1c(C)cn2c3c(=O)n(Cc4cccc(C)c4)c(=O)n(C)c3nc12 | -5 | -8 | -3
O=C(Nc1ccc(N2CCN(C(=O)c3c(F)cccc3Cl)CC2)nc1)c1ccc(F)cc1 | -10 | -6 | 25
CNCc1nncn1C(C)C | -5 | -8 | 3
O=[N+]([O-])c1cc(C(F)(F)F)cc([N+](=O)[O-])c1NN=Cc1ccc2c(c1)OCO2 | -10 | x | 2
CCC(O)(CC)CNc1nn2cc(-c3ccc(F)cc3)nc2s1 | 7 | 5 | -1
CCc1nccn1CCC(=O)O | -12 | x | -4
COc1cc(OC)cc(C(=O)NN=Cc2cc(C)n(-c3ccc(C(=O)O)cc3)c2C)c1 | -5 | x | -7
OCC1CCc2nnc(C(F)F)n2C1 (stereo not given) | -9 | -18 | 2
Cc1ccoc1C(=O)NCC1CCN(Cc2ccc3nonc3c2)C1 (stereo not given) | -5 | x | 14
Cc1ccc(Cl)cc1N1CCN(C(=O)c2sc(Nc3ccc(F)cn3)nc2C)CC1 | -5 | -4 | 15
CCOC(=O)C1=C(C)N=c2s/c(=C\c3ccccc3OC(C)=O)c(=O)n2C1c1ccc(OC(C)=O)cc1 (stereo not given) | -3 | -2 | 17
Cc1ccc(-n2cc(CN(C)Cc3nonc3C)c(-c3cccc(C)c3)n2)cc1 | -4&0 | -13&-4 | 11&-1
Cc1cccc(Cn2c(=O)c(C(=O)N3CCCC3)nn(-c3cccc(C(F)(F)F)c3)c2=O)c1 | -1 | -7 | 1
Cc1ccc(N2C(=O)CSC2c2ccccc2N)c(C)c1 (stereo not given) | -3 | x | 0
CC(C)C1CN(CC(=O)Nc2cnn(C)c2)CCC(=O)N1CC1CC1 (stereo not given) | -17 | -8 | x
COc1cc(-c2nc3ccc(Br)cn3c2NC(C)(C)CC(C)(C)C)ccc1OC(=O)c1ccc2ccccc2c1 | -4 | -3 | 1
Cc1c(NC(=O)C2CC2C)cccc1C(=O)N1CCc2sccc2C1 (stereo not given) | -14 | x | 5
CCC/C=C/c1ccc2cc[nH]c(=O)c2c1 | 0 | x | -1
Cc1ccc(C2CC(c3ccccc3F)=NN2C(=O)CN2CCN(c3ccccc3F)CC2)c(C)c1 (stereo not given) | -3 | -4 | 21
CS(=O)Cc1cccc(C(=O)Nc2ccc(Oc3ncccn3)cc2)c1 (stereo not given) | -9 | x | 3
CC(=O)Nc1ccc(OCc2cccc(F)c2)c(Cl)c1 | -8 | x | 0
CCOC(=O)c1cc(-c2cccc(NC(=O)c3ccco3)c2)n(-c2ccccc2OC)n1 | -4 | -7 | 23
CCc1cc(=O)n(CC(=O)Nc2ccc3c(c2)OCCO3)c(-n2nc(C)cc2C)n1 | -7 | -9 | -1
O=C(NNC(=O)c1ccc(=O)n(Cc2ccc(Cl)cc2)c1)c1cccc(C(F)(F)F)c1 | -4 | -1 | -7
C=CCN=c1scc(-c2ccc(OC(F)F)cc2)n1N=Cc1ccc[nH]1 | 3 | -1 | 1
CCOC(=O)c1cnc(-c2ccccc2)nc1NC(C)CCCN(CC)CC (stereo not given) | -6 | -5 | 16
Cc1nn(C)c(Cl)c1/C=C/C(=O)OC(C)C(=O)NC(C)(C)C (stereo not given) | 6 | x | 2
CS(=O)(=O)Nc1ccc(CN2CCCc3sccc3C2)cc1 | -5&-10 | x | 5&-3
CN(Cc1ccc(-n2cccn2)cc1)Cc1cn[nH]c1-c1cc2ccccc2o1 | -7 | -11 | 5
Cc1nnc(SCCCNC2CCC3(CCNCC3)CC2)s1 | -5 | -17 | 13
COc1ccc(C(=O)N(Cc2cc(NC(=O)c3ccccc3Cl)ccc2N(C)C)CC2CCCO2)cc1 (stereo not given) | 2 | 1 | -4
CNc1nc2cnc(Nc3ccc(N4CCN(C)CC4)cc3)cc2n1CC1CC1 | -5 | -7 | 10
CN(CCn1cnc(-c2ccccc2)c1-c1ccccn1)S(C)(=O)=O | -6 | -15 | 6
Next records follow.
SMILES | hcGAS inh | mcGAS lum | NPYLR7 agonist
CCc1c(C(=O)O)c(C2CC2)nn1-c1cccc(F)c1 | -6 | -5 | 11
CC(=O)c1sc(NC(=O)C2CCCC2)nc1C | -3 | x | 2
Cc1ccc2c(c1)CCCN2C(=O)CCn1[nH]c(=O)c2ccccc2c1=O | -18 | x | 1
Cc1sc(C(C)(C)NC(=O)OC(C)(C)C)nc1-c1ccc(F)cc1F | -4 | x | -2
CCCNC(=O)c1cc(-c2ccc(Cl)cc2)n(-c2cccc(C)c2)c1C | -6 | -3 | 33
Cc1oc(-c2ccc(F)cc2)cc1-c1nn2c(-c3ccccc3)nnc2s1 | -2 | -3 | -5
O=C(NCCCN1CCOCC1)c1cc2n(n1)CCN(Cc1c(F)cccc1Cl)C2=O | -6 | -5 | -3
O=c1cc(-c2ccc(F)cc2)ncn1Cc1ccccc1F | -5 | -11 | -18
COc1ccc(-n2nnc3c(SCc4cccc([N+](=O)[O-])c4)ncnc32)cc1 | -6 | -5 | 21
COCC1CCN(C(=O)c2cn(CCCc3ccccc3)nn2)C1 (stereo not given) | 0 | x | -1
O=C1CSC(=S)N1c1cccnc1 | -3 | -3 | 0
O=C(O)c1coc(CN(Cc2cccc(C(F)(F)F)c2)Cc2ccc3c(c2)OCO3)n1 | -8 | -6 | 9
CS(=O)(=O)NCc1ccc(NC(=O)c2cc3ccccn3c2)cc1 | -6 | x | -1
CCOC(=O)c1nc2ccccc2nc1N1CCCN(C(=O)c2ccc(C(F)(F)F)nc2C)CC1 | 4 | x | -15
COCCn1c(=NC(=O)CS(=O)(=O)c2ccc(OC)cc2)sc2c(OC)ccc(OC)c21 | -4 | x | 6
COc1ccc(Nc2nn3c(=O)c4cc5c(cc4nc3s2)OCO5)c(OC)c1 | -3 | x | 2
O=C(NC1CC1)c1cc(NCCOc2cccc3cccnc23)ccn1 | -7 | x | 5
O=C(c1ccccc1C(F)(F)F)N1CCN(Cc2cc(=O)n3ccsc3n2)CC1 | -6 | -7 | -4
CCC(=O)NCCSc1ncc(-c2ccccc2)[nH]1 | -7 | -8 | 2
Cc1ccc(NC2CCCN(C(=O)CCc3scnc3C)C2)cc1C (stereo not given) | -9 | x | 2
Cc1ccc(OCCC(=O)OC(C)C(=O)Nc2cccc(C#N)c2)cc1 (stereo not given) | -4 | -6 | 4
Cn1c(O)c(N=Nc2ccccc2C(=O)O)c2ccccc21 | 0 | -1 | 2
COc1ccc(-n2nc(-c3ccccc3Cl)cc2C(=O)N2CC3(C)CC2CC(C)(C)C3)cc1 (stereo not given) | 3 | -2 | 1
COc1cc2[nH]c3c(=O)n(CC(=O)Nc4ccc(C(C)C)cc4)cnc3c2cc1OC | -10 | -9 | x
COC(=O)c1ccc(C=CC(=O)c2ccc(O)c(OC)c2)cc1 | -4 | 44* | 0
CCOc1ccccc1C=C1N=C(c2cc(OC)c(OC)c(OC)c2)OC1=O | -6 | -8 | 2
CCCCCCn1c(SCCCCC)nc2c1c(=O)[nH]c(=O)n2C | -5 | x | 4
COc1ccc(-c2ncc(CN3CCCC(C(=O)c4cccc(OC(C)C)c4)C3)cn2)cc1 (stereo not given) | -4 | -15 | 10
O=C(OCC(=O)N1CCNC1=O)c1cccc(Oc2ccccc2)c1 | -5 | -4 | 2
CC(C)CC(=O)N1CCC(C)(N(C)C(=O)OC(C)(C)C)CC1 | -11 | x | 8
CCOC(=O)c1c(NC(=O)c2cnn3c(C(F)(F)F)cc(-c4ccccc4)nc23)sc2c1CCC(C)C2 (stereo not given) | -2 | -7 | -3
Cc1nc(-c2cccc(F)c2)nc(N2CCN(C(=O)NC34CC5CC(CC(C5)C3)C4)CC2)c1Cc1ccccc1 | -4 | -3 | 6
CCOc1ccccc1C=NNC(=O)c1n[nH]c2c1CCC2 | -10 | -8 | 4

22 of the compounds above, with values under each structure:
Sequence of screens – hcGAS inh	mcGAS lum	NPYLR7 agonist
- COc1ccc(-n2nnc3c(SCc4cccc([N+](=O)[O-])c4)ncnc32)cc1
→ -6	-5	21
- COCC1CCN(C(=O)c2cn(CCCc3ccccc3)nn2)C1 (stereo not given)
→ 0	x	-1
- O=C1CSC(=S)N1c1cccnc1
→ -3	-3	0
- O=C(O)c1coc(CN(Cc2cccc(C(F)(F)F)c2)Cc2ccc3c(c2)OCO3)n1
→ -8	-6	9
- CS(=O)(=O)NCc1ccc(NC(=O)c2cc3ccccn3c2)cc1
→ -6	x	-1
- CCOC(=O)c1nc2ccccc2nc1N1CCCN(C(=O)c2ccc(C(F)(F)F)nc2C)CC1
→ 4	x	-15
- COCCn1c(=NC(=O)CS(=O)(=O)c2ccc(OC)cc2)sc2c(OC)ccc(OC)c21
→ -4	x	6
- COc1ccc(Nc2nn3c(=O)c4cc5c(cc4nc3s2)OCO5)c(OC)c1
→ -3	x	2
- O=C(NC1CC1)c1cc(NCCOc2cccc3cccnc23)ccn1
→ -7	x	5
- O=C(c1ccccc1C(F)(F)F)N1CCN(Cc2cc(=O)n3ccsc3n2)CC1
→ -6	-7	-4
- CCC(=O)NCCSc1ncc(-c2ccccc2)[nH]1
→ -7	-8	2
- Cc1ccc(NC2CCCN(C(=O)CCc3scnc3C)C2)cc1C (stereo not given)
→ -9	x	2
- Cc1ccc(OCCC(=O)OC(C)C(=O)Nc2cccc(C#N)c2)cc1 (stereo not given)
→ -4	-6	4
- Cn1c(O)c(N=Nc2ccccc2C(=O)O)c2ccccc21
→ 0	-1	2
- COc1ccc(-n2nc(-c3ccccc3Cl)cc2C(=O)N2CC3(C)CC2CC(C)(C)C3)cc1 (stereo not given)
→ 3	-2	1
- COc1cc2[nH]c3c(=O)n(CC(=O)Nc4ccc(C(C)C)cc4)cnc3c2cc1OC
→ -10	-9	x
- COC(=O)c1ccc(C=CC(=O)c2ccc(O)c(OC)c2)cc1
→ -4	44*	0
- CCOc1ccccc1C=C1N=C(c2cc(OC)c(OC)c(OC)c2)OC1=O
→ -6	-8	2
- CCCCCCn1c(SCCCCC)nc2c1c(=O)[nH]c(=O)n2C
→ -5	x	4
- COc1ccc(-c2ncc(CN3CCCC(C(=O)c4cccc(OC(C)C)c4)C3)cn2)cc1 (stereo not given)
→ -4	-15	10
- O=C(OCC(=O)N1CCNC1=O)c1cccc(Oc2ccccc2)c1
→ -5	-4	2
- CC(C)CC(=O)N1CCC(C)(N(C)C(=O)OC(C)(C)C)CC1
→ -11	x	8

Screening results: PubChem BioAssay, Fisher Drug Discovery Resource Center
